Source: PubChem (National Center for Advancing Translational Sciences (NCATS))
N370S GC = N370S glucocerebrosidase modulation, Gaucher chaperone candidate. Potency, µM (titrated, usually from 59.4 µM), inactives show at the highest dose activity change, negative = inhibition, hits mostly inhibitors. 0.092% of 330,000 active. N370S GC spleen homogenate, 4MU-glucoside fluorescence. P04062;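 note: 0% = full enzyme activity and -100% = no enzyme basal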
FEN1 inhibitor = human FEN1 inhibition; P39748; Recombinant FEN1 flap cleavage, fluorescence, 15 min; Potency, µM (top dose mostly 114 µM), for the others: at the highest dose activity change, negative = inhibition, actives largely listed as inhibitors; 0.35% of 390,000 active; note: nearly all actives have a fitted effect of over 65% in size
Target sequence (P39748 whole entry, looked up): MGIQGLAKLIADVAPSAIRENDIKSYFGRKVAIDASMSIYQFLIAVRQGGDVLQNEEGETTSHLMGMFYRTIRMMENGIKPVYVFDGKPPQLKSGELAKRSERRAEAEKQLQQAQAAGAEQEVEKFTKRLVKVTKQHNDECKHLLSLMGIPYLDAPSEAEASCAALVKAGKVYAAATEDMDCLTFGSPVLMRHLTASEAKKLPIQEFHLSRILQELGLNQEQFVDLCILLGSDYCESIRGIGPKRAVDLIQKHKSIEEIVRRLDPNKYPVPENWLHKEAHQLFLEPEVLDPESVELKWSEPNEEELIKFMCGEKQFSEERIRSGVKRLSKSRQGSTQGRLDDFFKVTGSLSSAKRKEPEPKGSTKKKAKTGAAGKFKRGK
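Potency values derive from four-parameter Hill fits of normalized qHTS data. The reaction used 10 nM FEN1 preincubated 15 min at room temperature with compound, then 50 nM DNA substrate, read at 0 and 15 min.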
DT40 TDP1 CPT = growth inhibition of DT40 Tdp1-/-;hTDP1 cells with camptothecin (screen for TDP1 inhibitors); 12% of 420,000 active; AID 686979; Potency, µM (highest dose often 46.2 µM), inactives show top-dose activity change, negative = growth inhibition, usual class: inhibitors; chicken DT40 Tdp1-/-;hTDP1 cells + 20 nM CPT, ATP luminescence, 48 h; note: nearly all actives have a fitted effect of over 55% in size
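Chicken DT40 Tdp1-/- cells stably complemented with human TDP1 were seeded at 400 cells/well in medium containing 20 nM camptothecin, exposed to pin-transferred compounds, and grown at 37 °C for at least 48 hr. Viability was read as ATP luminescence.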
Starred values were filed as active, the others as inactive; ? = inconclusive; / = not tested or not shown; & = joins results of further samples; [ ] = dose if it differs, or a comment. Calls come from the whole dose curve; as a rule, active = well fitted curve in the direction sought with a large enough effect; inconclusive = small, poorly fitted or top-dose-only effect, or another doubt; inactive = no such curve, though single readings can be large; an effect the other way counts as inactive or inconclusive. Unless noted, % is set by controls: 0 for no effect and ±100 for the full control effect; potency is the fitted concentration of half-maximal effect. An excerpt; count on the stated rates, not on these rows.

Compound	N370S GC	DT40 TDP1 CPT	FEN1 inhibitor
CCOc1ccc(/C=C/c2nc(C#N)c(NCCCN(C)C)o2)cc1	?	21µM*	-11%&1%
CCc1ccc(NC(=O)c2cnc3scc(C)n3c2=O)cc1	?	-26%	3%
COc1ccc(/C=C/C(=O)NCCSCc2ccco2)cc1	1%	-26%	-1%
O=c1[nH]c(=S)c2[nH]c(=S)n(-c3ccccc3)c2[nH]1	/	39%[activator]	-5%
c1ccc(CN2CCN(CCOCCOc3cccc4ccccc34)CC2)cc1	?	-9%	-16%
Cc1csc2ncc(C(=O)NC(C)c3ccccc3)c(=O)n12 (stereo unspecified)	19%	?	8%
COc1ccc(-c2noc(-c3ccc(NC4CCCCC4)c([N+](=O)[O-])c3)n2)cc1OC	/	21µM*	16%
Cc1nc(N2CCN(c3ccccc3)CC2)[nH]c(=O)c1CCC(C)C	-8%	7%	10%
C#CCOCCOCCOCCNc1nc(N2CCN(C(=O)[C@H](C(C)C)n3cc(CCO)nn3)CC2)nc(N2CCN(C(=O)[C@H](CCCCN)n3cc(CCCC)nn3)CC2)n1	?	-14%	17%
Cc1coc2c(C)c3oc(=O)c(CCC(=O)NCCN4CCOCC4)c(C)c3cc12	-5%	3%	16%
Cc1cccc(C)c1OCCn1c(C2CC(=O)N(Cc3ccc(F)cc3)C2)nc2ccccc21 (stereo unspecified)	/	?	-10%
O=C(N/N=C/c1cccnc1)c1cccc(S(=O)(=O)N2CCCC2)c1	-11%	-11%	-3%
COc1cccc(-n2nnnc2SCC(=O)Nc2cccc(C)n2)c1	-14%[2.35 µM]	?	2%
Cc1ccc(NC(=O)CC2Sc3ccccc3NC2=O)c(C)c1 (stereo unspecified)	/	?	53%
CN1C(=O)C(C)(C)c2cc(S(=O)(=O)NCc3ccc(C(=O)NCc4ccco4)cc3)ccc21	0%	-30%	12%
Brc1cccc(CNc2nc3ccccc3n2CCN2CCOCC2)c1	6%	?	-1%
CSc1ccccc1NC(=O)COC(=O)Cc1ccsc1	/	-10%	6%
CC1CCN(C(=O)/C=C/c2ccc(C(C)(C)C)cc2)CC1	16%	?	-2%
COc1ccccc1CNC(=O)c1c(-c2ccccc2)nn(-c2ccccc2)c1C	20%	?	-13%
Cc1nnc(SCC(=O)Nc2ccc(Cl)cn2)[nH]c1=O	3%	-2%	-1%
O=C(OCCN=C1NS(=O)(=O)c2ccccc21)c1cccnc1	22%	-5%	9%
CCn1c(SCC(=O)Nc2cccc(O)c2)nc2c1c(=O)n(C)c(=O)n2C	-7%	-22%	3%
O=C(COc1ccc(F)cc1)N(Cc1cccc(Br)c1)C1CCS(=O)(=O)C1 (stereo unspecified)	-5%	?	7%
COc1ccccc1N1CCN(C(=O)CSc2n[nH]c(-c3ccccc3Cl)n2)CC1	/	?	-7%
O=C(c1cccc(Br)c1)c1conc1C(=O)c1ccco1	-7%	1%	-7%
Cn1ccc(C(=O)N/N=C/c2ccccc2[N+](=O)[O-])n1	-1%	-11%	7%
CCN(CC)CCOC(=O)c1ccc(NC(=O)c2cc3cc(OC)ccc3oc2=O)cc1	/	0.041µM*	-10%
O=C(C[n+]1ccccc1)N/N=C/c1ccc(C(=O)O)cc1	/	5%	-9%
CCOc1ccccc1NC(=O)Cn1c(=O)n(-c2ccc(C)c(C)c2)c(=O)c2oc3ccccc3c21	/	-16%	-3%
Fc1ccc(-c2ccc(CNCc3ccccn3)o2)cc1	-7%	16%	7%
COc1ccccc1NS(=O)(=O)c1ccc(Cl)cc1	3%	-13%	-1%
Cc1nc(C(C)(C)O)n(-c2ccccc2)n1	7%	-2%	2%
COc1cc(CC(=O)OCC(=O)Nc2cc([N+](=O)[O-])ccc2Cl)cc(OC)c1OC	-1%	-6%	1%
O=C(CN1CCCCCC1)Nc1ccccc1[N+](=O)[O-]	1%	-28%	-12%
CCN(CC)CCOC(=O)c1ccc(NC(=O)c2cc3cccc(OC)c3oc2=O)cc1	/	21µM*	-6%
CCCC(C(=O)Nc1ccc(S(=O)(=O)Nc2ncccn2)cc1)c1ccccc1 (stereo unspecified)	-8%	3%	5%
COc1ccccc1NC(=O)c1ccc(NC(=O)CN2CCN(C(=O)c3ccco3)CC2)cc1	-6%	?	-18%
COc1ccccc1Nc1nc(N)nc(CSc2nccc(C)n2)n1	7%	3%	-3%
COc1ccc(Cn2c(N)c(C#N)c3nc4ccccc4nc32)cc1OC	?	-14%	-1%
COC(=O)c1cscc1S(=O)(=O)Cc1ccccc1	-6%	2%	-11%
Cc1c(Cl)cccc1NC(=O)CN1C(=O)c2ccccc2Sc2ncccc21	/	?	-13%
CC(C)N1CC(COc2ccc(Br)cc2)OC1=O (stereo unspecified)	-6%	5%	-22%
Cc1ccc(SC2=NS(=O)(=O)c3ccccc32)c(C)c1	/	1.4µM*	-25%
Cc1cc(C)cc(NC(=O)CCn2ccnc2)c1	-1%	17%	-2%
C/C=C(/C)C(=O)Nc1cccc(C2=NOC3(C2)C[C@@H](C(N)=O)N(C(=O)CC)C3)c1 (stereo partly specified)	-4%	12%	-12%
Cc1nnc(NC(=O)CSc2nnc(CNC(=O)c3ccccc3)o2)s1	3%	8%	-4%
COc1ccc2nc(C)cc(SCC(=O)N/N=C/c3ccccc3)c2c1	-7%	-14%	-20%
O=c1cc(N2CCCCC2)c(-c2ccccc2)nn1Cc1ccc(F)cc1	?	-28%	0%
COc1cccc2cc(C(=O)CS(=O)(=O)c3ccc(C)cc3)c(=O)oc12	-4%	1%	-27%
CCCC1C(=O)Nc2ccccc2N1C(=O)c1cccc(C)c1 (stereo unspecified)	-4%	-26%	4%

Further records follow.
Compound	N370S GC	DT40 TDP1 CPT	FEN1 inhibitor
Cc1cccc(NC(=O)C23CCC(C)(C2Br)C3(C)C)c1 (stereo unspecified)	21%	-14%	-8%
COC(=O)c1scc(C)c1NC(=O)c1ccccc1F	-2%	-11%	12%
NCC1CCC(C(=O)O)CC1 (stereo unspecified)	-6%	7%[21.1 µM]	/
NCCSC1CC(=O)N(c2ccc(Cl)c(Cl)c2)C1=O (stereo unspecified)	-2%	-21%	32%
Cc1ccc(NC(=O)Nc2ccc3nc(N4CCN(C)CC4)cc(C)c3c2)cc1C	/	12µM*	-7%
COc1cc(C(=O)Nc2ccc(Nc3ccccc3)cc2)cc(OC)c1OC	-12%	?	-17%
CCN(CC(=O)NCc1cccs1)C(=O)c1ccc(OC)c(S(=O)(=O)N2CCOCC2)c1	-4%	0%	-6%
CC(=O)C[C@H](O)CC(=O)[C@H]1OC(=O)CCCCCCc2ccccc21	/	-1%	-14%
Cc1ccc(-c2c(C(=O)N/N=C/c3ccncc3)nnn2-c2nonc2N)cc1	-8%	-18%	5%
CNC(=O)C12CCC(C)(c3nc4cc(C)c(C)cc4nc31)C2(C)C (stereo unspecified)	11%	-11%	-18%
CCc1ccc(NC(=O)CN(N=Nc2nonc2C)c2nonc2C)cc1	18%	4%	2%
CC(C)N1CCc2c(sc(NC(=O)CCc3ccccc3)c2C(N)=O)C1	14%	-2%	10%
CCC(C(=O)Nc1cc(C)nn1-c1nc(C)cc(C)n1)c1ccccc1 (stereo unspecified)	29%	26µM*	-9%
CCO[C@@H]1OC(C(=O)NCc2ccccc2)=C[C@H](C)[C@H]1CCCO	-6%	-13%	2%
Cc1cccc(C2CC(c3ccccc3)Nc3ncnn32)c1 (stereo unspecified)	2%	?	-11%
COc1ccc(C(C(=O)NC2CCCC2)N(C(=O)c2snc(-c3ccc(F)cc3)c2N)c2ccccc2)cc1 (stereo unspecified)	-8%[12.8 µM]	15µM*	-1%
O=C(Cn1nnc(-c2ccccc2NC(=O)C2CC2)n1)NC1CCCCC1	-12%	-51%	2%
COc1ccc(C(=O)C2CCCN(Cc3ccc4nonc4c3)C2)cc1OC (stereo unspecified)	-6%	-19%	0%
CC(OC(=O)c1cc2c(ccc3ccccc32)oc1=O)c1nc2ccccc2s1 (stereo unspecified)	7%	-22%	-15%
S=C(NCc1ccncc1)Nc1ccc(Br)cc1Cl	-15%	?	3%
Nc1c(C(=O)N2CCCCC2)sc(=S)n1-c1ccccc1	-4%	21µM*	4%
Nc1nc2ccc(OC(F)(F)F)cc2s1	28%	-4%&-17%&-9%	/
O=C(CC1CCCC1)N1CCN(S(=O)(=O)c2ccccc2)CC1	/	-6%	3%
O=C(NC1CC1)c1ccc2c(c1)N(Cc1ccccc1)CCS2	?	?	-20%
O=C(Nc1cc(C(F)(F)F)ccc1-n1cncn1)c1ccc(Cl)cc1	3%	-8%	-10%
Cc1ccc(NC(=O)CCN2CCC(C)CC2)cc1	-11%	-17%	0%
N#CC1=C(N)n2c(s/c(=C\c3cccs3)c2=O)=C(C#N)C1c1cccs1 (stereo unspecified)	14%	-21%	?
Nc1nc(CCl)nc(N(c2ccccc2)c2ccccc2)n1	0%	?	-3%
O=C(CSc1cccc[n+]1[O-])Nc1ccc(Br)cc1Br	/	-5%	-1%
CCn1c(SCC(=O)N2CCOCC2)nc(O)cc1=O	-3%	-10%	-16%

20 entries from above, sorted by molecular weight, ascending.
Compound	N370S GC	DT40 TDP1 CPT	FEN1 inhibitor
Nc1nc2ccc(OC(F)(F)F)cc2s1	28%	-4%&-17%&-9%	/
Cc1ccc(NC(=O)CCN2CCC(C)CC2)cc1	-11%	-17%	0%
Cc1cccc(C2CC(c3ccccc3)Nc3ncnn32)c1 (stereo unspecified)	2%	?	-11%
CCn1c(SCC(=O)N2CCOCC2)nc(O)cc1=O	-3%	-10%	-16%
Nc1nc(CCl)nc(N(c2ccccc2)c2ccccc2)n1	0%	?	-3%
CNC(=O)C12CCC(C)(c3nc4cc(C)c(C)cc4nc31)C2(C)C (stereo unspecified)	11%	-11%	-18%
O=C(NC1CC1)c1ccc2c(c1)N(Cc1ccccc1)CCS2	?	?	-20%
CCO[C@@H]1OC(C(=O)NCc2ccccc2)=C[C@H](C)[C@H]1CCCO	-6%	-13%	2%
O=C(CC1CCCC1)N1CCN(S(=O)(=O)c2ccccc2)CC1	/	-6%	3%
CC(=O)C[C@H](O)CC(=O)[C@H]1OC(=O)CCCCCCc2ccccc21	/	-1%	-14%
S=C(NCc1ccncc1)Nc1ccc(Br)cc1Cl	-15%	?	3%
O=C(Nc1cc(C(F)(F)F)ccc1-n1cncn1)c1ccc(Cl)cc1	3%	-8%	-10%
O=C(Cn1nnc(-c2ccccc2NC(=O)C2CC2)n1)NC1CCCCC1	-12%	-51%	2%
CCc1ccc(NC(=O)CN(N=Nc2nonc2C)c2nonc2C)cc1	18%	4%	2%
CC(C)N1CCc2c(sc(NC(=O)CCc3ccccc3)c2C(N)=O)C1	14%	-2%	10%
COc1ccc(C(=O)C2CCCN(Cc3ccc4nonc4c3)C2)cc1OC (stereo unspecified)	-6%	-19%	0%
Cc1ccc(-c2c(C(=O)N/N=C/c3ccncc3)nnn2-c2nonc2N)cc1	-8%	-18%	5%
CC(OC(=O)c1cc2c(ccc3ccccc32)oc1=O)c1nc2ccccc2s1 (stereo unspecified)	7%	-22%	-15%
O=C(CSc1cccc[n+]1[O-])Nc1ccc(Br)cc1Br	/	-5%	-1%
COc1ccc(C(C(=O)NC2CCCC2)N(C(=O)c2snc(-c3ccc(F)cc3)c2N)c2ccccc2)cc1 (stereo unspecified)	-8%[12.8 µM]	15µM*	-1%

Further entries.
Compound	N370S GC	DT40 TDP1 CPT	FEN1 inhibitor
CC1=Nc2cc(C(=O)NCCc3ccc(Cl)cc3)ccc2Sc2ccc(C)cc21	/	6.5µM*	-18%
C=CCn1c(SCC(=O)NC2CCCCC2)nnc1-c1sc(N)nc1C	0%	6%	20%
Cc1ccc(N/N=C(\C#N)C(=N)N2CCCCC2)cc1	-12%	?	10%
CN(C)c1ncc2ncc(=O)n(Cc3ccc(F)cc3)c2n1	15%	10µM*	/
